From PubChem
ERK EGF block = inhibitors of EGF-stimulated ERK signaling pathway; HEK293-V1b, EGF-stimulated phospho-ERK AlphaScreen; Potency, µM (top dose mostly 11.5 µM), for the others: at the highest dose activity change, negative = inhibition, actives largely listed as inhibitors; 130,000 tested, 0.41% active; AID 1454; active means well fitted inhibition curve with a large enough effect; inconclusive means small, poorly fitted or top-dose-only effect, or effect the other way;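 further: plate controls were stimulated vehicle wells for no effect and unstimulated vehicle basal for full effect; nearly all actives have a fitted effect of over 55% in size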
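V1b-HEK293, 1% FBS o/n; cpd 30 min 37C; EGF 25 nM final, 5 min; lyse 10 min; AlphaScreen beads 5 h RT. Normalized DMSO basal vs EGF max; Hill AC50.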
An asterisk follows results filed as active; u = inconclusive; & = joins results of further samples; [ ] = another dose, or the depositor's remark. Potency means the concentration at half of the fitted maximal effect.

structure,ERK EGF block
COc1cc(/C=N/NC(=O)c2ccc(CSc3nc4ccccc4[nH]3)cc2)cc(OC)c1OC,24%
CCCCCCc1c(O)nc(SCCN(C)C)[nH]c1=O,-2%[57.5 µM]
COc1cc(/C=C\C(=O)NCc2ccc3[nH]c(C)cc3c2)cc(OC)c1OC,-7%
CCOc1cccc(C2NC(=S)NC(C)=C2C(=O)Nc2ccccc2)c1 (stereo unspecified),-5%
CCCCC/C=C\C/C=C\CCCCCCCCCC(=O)NCC(=O)O,-1%
Cn1cc(/C=C2\SC(=O)N(c3ccccc3)C2=O)c2ccccc21,13%
Cc1cc(C)nc(NS(=O)(=O)c2ccc(NC(=O)c3cc(-c4ccccc4)nc4ccccc34)cc2)n1,-8%
COc1ccc(C(=O)NCC(=O)N2CCc3ccccc3C2)cc1,-2%
COc1ccccc1CN1CC2(CCN(S(C)(=O)=O)CC2)C1,2%
CC1(C)CC(NC(=O)COc2ccccc2Cl)CC(C)(C)N1,2%
COc1ccc(NC(=O)N2CC[C@@]3(CCCN(C(=O)c4cc(C(F)(F)F)cc(C(F)(F)F)c4)C3)C2)cc1,-16%
CC(C)CC(=O)NC(=S)Nc1ccc(N2CCCC2)c(Cl)c1,6%[57.5 µM]

3 of these compounds in another layout.
mol: Cn1cc(/C=C2\SC(=O)N(c3ccccc3)C2=O)c2ccccc21
  ERK EGF block: 13%

mol: Cc1cc(C)nc(NS(=O)(=O)c2ccc(NC(=O)c3cc(-c4ccccc4)nc4ccccc34)cc2)n1
  ERK EGF block: -8%

mol: COc1ccc(C(=O)NCC(=O)N2CCc3ccccc3C2)cc1
  ERK EGF block: -2%

Random excerpt: 3 entries already listed.
structure,ERK EGF block
COc1ccccc1CN1CC2(CCN(S(C)(=O)=O)CC2)C1,2%
CCCCCCc1c(O)nc(SCCN(C)C)[nH]c1=O,-2%[57.5 µM]
COc1cc(/C=C\C(=O)NCc2ccc3[nH]c(C)cc3c2)cc(OC)c1OC,-7%

Next part:
structure,ERK EGF block
CCCCOP(=O)(OCCCC)C(O)c1ccc(N(C)C)cc1 (stereo unspecified),-9%[57.5 µM]
COc1ccc(C2/C=C\CN(C(=O)OCc3ccccc3)CC(=O)N2Cc2ccc(F)cc2)cc1 (stereo unspecified),3%[57.5 µM]
COc1cc2[nH]c(=S)n(Cc3cccs3)c(=O)c2cc1OC,-5%
COc1ccc(NC2=CC(=S)NC(C)(C)C2)cc1,9%[57.5 µM]
COCCCNC(=S)N/N=C/c1ccc(N(C)C)cc1Cl,10%[57.5 µM]
COc1cc2c(c(OC)c1OC)-c1c(cc(OC)c(OC)c1OC)C[C@](C)(O)[C@@H](C)C2,8%[57.5 µM]
CCOC(=O)CSc1nc2ccsc2c(=O)[nH]1,0%
O=C(CSc1nnc2ccccn12)Nc1cccc(S(=O)(=O)N2CCOCC2)c1,5%
O=C(Nc1ccc(F)cc1)c1ccccc1S(=O)(=O)c1ccccc1[N+](=O)[O-],9%
O=C(CCC(=O)OCc1cccc([N+](=O)[O-])c1)Nc1ccc(F)cc1,-22%
COc1c(C)cc(C(=O)C2CCCN(C(=O)CCc3scnc3C)C2)cc1C (stereo unspecified),2%
Cc1ccc(CN2CCSc3ccc(C(=O)NCc4cccnc4)cc32)cc1,8%

Next part (two carried over from the part before).
structure,ERK EGF block
COc1c(C)cc(C(=O)C2CCCN(C(=O)CCc3scnc3C)C2)cc1C (stereo unspecified),2%
Cc1ccc(CN2CCSc3ccc(C(=O)NCc4cccnc4)cc32)cc1,8%
N[C@@H](CO)c1nnc([C@H](Cc2ccc(O)cc2)NC(=O)C2CCNCC2)o1,-2%[57.5 µM]
CC(=O)N1CCc2ccc(S(=O)(=O)N3CCc4ccccc43)cc21,-7%
O=C(C1CCN(Cc2nc(Cc3cccc(F)c3)no2)CC1)N1CCOCC1,-5%
Cc1cc(=O)[nH]c(N/N=C/c2ccc([N+](=O)[O-])cc2)n1,4%
Cc1ccc(S(=O)(=O)N2CCCOC2CNC(=O)C(=O)NCc2ccco2)cc1 (stereo unspecified),2%
COc1cccc(Sc2ccccc2/C=N/NC(N)=O)c1,2%
CCc1cccc(CC)c1NC(=S)N1CCn2cccc2C1c1cccnc1 (stereo unspecified),-11%
COCCn1c(C)cc(C(=O)COc2cccnc2[N+](=O)[O-])c1C,28%
Cc1snnc1C(=O)NC(=S)Nc1ccccc1,2%[57.5 µM]
O=C(Nc1cccc(-c2nnco2)c1)c1cccs1,4%[57.5 µM]
CCOC(=O)C1(CCOc2ccccc2)CCN(Cc2cnc(C)[nH]2)CC1,-1%
O=C(OCC(=O)N1CCc2ccccc21)c1nc(Cl)ccc1Cl,-3%
Cc1cc(C)cc(NC(=O)COc2ccc(C(=S)N3CCOCC3)cc2)c1,8%
O=C(CNC(=O)c1ccccc1F)Nc1ccccc1C(F)(F)F,-11%
CCCN1C(=O)c2cc(C(=O)NCc3ccc(OC)cc3)ccc2C1O (stereo unspecified),5%
Cc1ccc(-c2[nH]nc3c2C(c2cccnc2)C(C#N)=C(N)O3)cc1 (stereo unspecified),-1%[57.5 µM]
COc1ccc(-c2cc(=O)c(C(=O)c3ccc(C)cc3)n[nH]2)cc1,1%
S=C(Sc1ccc(Cl)cc1)Sc1ccc(Cl)cc1,23%[57.5 µM]
CC1Cc2ccccc2N1CC(=O)NCc1ccccc1Cl (stereo unspecified),6%
O=C(O)C1CCCCC1C(=O)Nc1ccccc1C(=O)N1CCN(c2ccc(F)cc2)CC1 (stereo unspecified),-2%
O=C(NC(=S)Nc1ccc(S(=O)(=O)Nc2ncccn2)cc1)c1cccc(Br)c1,-1%
CC1CN(C(=O)Nc2cccc(Cl)c2)C2(CCCCCC2)O1 (stereo unspecified),-4%
O=C(NCCc1ccccn1)c1ccc(OC(F)F)cc1,-3%
CC(=O)Nc1ccc(S(=O)(=O)NC2(C(F)(F)F)C(=O)Nc3c2c(=O)[nH]c(=O)n3Cc2ccco2)cc1 (stereo unspecified),-5%
O=C(COC(=O)/C=C/c1ccc(OC(F)F)cc1)NCc1cccs1,-5%
O=C(N/N=C/C=C/c1ccco1)/C(=C/c1ccccc1)NC(=O)c1ccccc1,2%
COc1ccc(OCc2cccc(C(=O)Nn3cc([N+](=O)[O-])cn3)c2)cc1,0%
Oc1ccc[n+](CCCCC[n+]2cccc(O)c2)c1,0%[57.5 µM]
O=C(NCc1ccccc1F)Nc1ccc([N+](=O)[O-])cc1,10%[57.5 µM]
COc1ccc(N2C(=O)CC(NCc3ccc(F)cc3)C2=O)cc1 (stereo unspecified),5%
c1ccc2c(c1)nc(NCCN1CCOCC1)c1nncn12,-3%
CC(O)CCC(=O)NNC1=CC(=O)CC(C)(C)C1 (stereo unspecified),7%
CCC1=C(OC(=O)N(CC)CC)N2C(=O)OC(=NCCc3c[nH]c4ccccc34)[C@]2(C)[C@H]2C1=CC[C@H]1C(=O)N(CC(=O)OC)C(=O)[C@H]12,-3%
CC(=O)c1cccc(NC(=O)CSc2ccc(-c3ccc4c(c3)OCO4)nn2)c1,u
N[C@@H](CC(=O)O)C(=O)O,18%&-3%
COc1cc2c(cc1OC)CN(C(=O)c1ccc(S(=O)(=O)N3CCCCCC3)cc1)CC2,-1%
CC(=O)NC(Cc1cccc(F)c1)C(=O)NC1CCN(c2ncccc2[N+](=O)[O-])CC1 (stereo unspecified),6%
COc1ccccc1-c1c(NC(=O)c2ccco2)n(C)c2ccccc2c1=O,3%[57.5 µM]
CCCC(=O)OCCNc1cc(Sc2nccn2C)c2nonc2c1[N+](=O)[O-],u
O=C(Cn1c2ccccc2c(=O)c2cc([N+](=O)[O-])ccc21)Nc1ccccc1Cl,-1%
O=C(Nc1ccno1)Nc1ccc(Cl)cc1Cl,-2%[57.5 µM]
CC(C)(C)C(=O)Nc1ccc(-c2csnn2)cc1,-8%[57.5 µM]
O=C(CSc1nnc(CNc2ccc(F)cc2)n1Cc1ccccc1)NCc1ccccc1,-4%
CC(CN1CCOCC1)OC(=O)c1ccccc1 (stereo unspecified),2%[57.5 µM]
COc1ccc(/C=N/NC(=O)c2ccco2)cc1OCc1ccccc1,0%[57.5 µM]
CC(NS(=O)(=O)c1ccc(Br)cc1)C(=O)NCc1ccc2c(c1)OCO2 (stereo unspecified),-8%
COC(=O)c1sc2nc(CSc3ccc(Br)cc3)[nH]c(=O)c2c1C,u
CC(C)[C@H](CN(N=O)[C@@H](Cc1ccccc1)CN(C)N=O)N(CCc1ccccc1)N=O,9%[57.5 µM]
CCCS(=O)(=O)Nc1ccc(-c2ccc3nnc(C)n3n2)cc1,-3%
Cc1cc(OCCn2cnc3ccccc3c2=O)cc(C(C)C)c1,5%
COc1ccc2c(CC(=O)Nc3ccccc3OC)coc2c1,0%
O=C(COc1ccc(Cl)cc1)NCc1nnc(SCC(=O)N2CCCCCC2)o1,1%
Cc1ccc(NC(=O)c2cc(=O)c3ccccc3o2)c(C)c1,-5%
Cc1cc(C(=O)CN2C(=O)NC3(CCC(C)CC3)C2=O)c(C)n1C (stereo unspecified),-8%
Cc1cccc(Nc2c([N+](=O)[O-])c(=O)n(C)c3ccccc23)c1,3%
C=CCN(CC=C)C(=S)NC(=O)c1ccc([N+](=O)[O-])cc1,8%
Cc1ccc(NC(=O)Cn2c(=O)oc3ccccc32)cc1,5%
COc1ccc(C2c3c(oc4ccccc4c3=O)C(=O)N2c2ccccn2)cc1OC (stereo unspecified),5%[57.5 µM]
O=C(CCc1ccccc1)NNC(=O)c1ccccn1,-4%
CC1CCC2(CC1)NC(=O)N(Cc1nnc(-c3cccs3)o1)C2=O (stereo unspecified),0%

The results go on:
structure,ERK EGF block
CC1Nc2nc(NC(=O)C(C)(C)C)[nH]c(=O)c2N(C)C1C (stereo unspecified),7%
COc1ccc(C(=O)NNC(=O)C2CCN(S(=O)(=O)c3ccc(C)cc3)CC2)cc1,9%
Cc1ccc(S(=O)(=O)CCC(=O)OCC(=O)c2ccc(C)c(C)c2)cc1,10%
O=C(NC1CCCCC1)C(c1cccnc1)N(C(=O)c1ccc(Cl)nc1)C1CCCCC1 (stereo unspecified),2%
O=c1[nH]n2c(=O)c3c([nH]c2c1N=Nc1cccc(Cl)c1)CCC3,u
COc1cccc(Nc2nc3ccc(C(=O)c4ccccc4)cc3n3cnnc23)c1,5%[57.5 µM]
CCN(c1ccccc1)S(=O)(=O)c1ccc(OC)c(NC(=O)CNCC(C)O)c1 (stereo unspecified),23%
COc1cc([N+](=O)[O-])ccc1NC(=O)Oc1ccc(NC(C)=O)cc1,-6%[57.5 µM]
O=C(CSc1ccc(-c2cccc([N+](=O)[O-])c2)nn1)N1CCCCCC1,-3%
Cc1noc(C)c1COC(=O)C(c1ccccc1)c1ccccc1,-2%
Cc1cc(C)cc(NC(=O)CCC(=O)Nc2nnc(C(F)(F)F)s2)c1,3%[57.5 µM]
CCC(C)N1C(=S)SC(C)(C)C1N(O)C(=O)NC1CCCCC1 (stereo unspecified),-10%[57.5 µM]
CC1CCN(CC(=O)Nc2nn(-c3ccccc3)nc2C(N)=O)CC1,-3%
CC1=NN(c2nc(-c3ccc(C)cc3)cs2)C(=O)C1N=Nc1cccc(O)c1 (stereo unspecified),9%
O=C(c1ccc(Cl)cc1)N(Cc1ccccc1F)N1C(=O)CCCC1=O,-3%
Cc1cccc2cc(C#N)c(SCC#N)nc12,1%
Cc1ccc(OCC(=O)Nc2ccc(N3CCN(C(=O)c4ccc(C)cc4)CC3)cc2)cc1,7%
CCn1nc(C)c(C2C(C#N)=C(N)OC3=C2C(=O)CC(C)(C)C3)c1C (stereo unspecified),9%
Cc1ccc(O)c(C(=O)c2cc(C(=O)NCCc3ccccc3)c(=O)n(CCc3ccccc3)c2)c1,u
OC[C@H](O)[C@H](O)[C@@H](O)[C@@H](O)[C@@H]1SC(c2ccccc2)=NN1c1ccccc1,18%[57.5 µM]
CCOc1ccc(CN(CCC#N)C(=S)NC(=O)c2ccccc2)cc1,9%
CCOC(=O)N/N=C(/C)c1cccc(-n2cnnn2)c1,0%
CCc1nnc(NC(=O)CSc2nnc(-c3ccc(O)cc3)n2C)s1,-3%
NC(=O)NCCN1CCN(c2ncc(C(F)(F)F)cc2Cl)CC1,-5%

Structures shown so far with a COOH group (three):
structure,ERK EGF block
CCCCC/C=C\C/C=C\CCCCCCCCCC(=O)NCC(=O)O,-1%
O=C(O)C1CCCCC1C(=O)Nc1ccccc1C(=O)N1CCN(c2ccc(F)cc2)CC1 (stereo unspecified),-2%
N[C@@H](CC(=O)O)C(=O)O,18%&-3%

The listing continues:
structure,ERK EGF block
COC(=O)CC1c2cc(OC)c(OC)cc2CC(=O)c2cc(OC)c(OC)cc21 (stereo unspecified),-6%
CN1CCN(C(=O)CCc2ncc(C(F)(F)F)cc2Cl)CC1,-4%
CN1C(=S)N(c2ccccc2)C(=O)/C1=C/c1cccs1,10%
CC(=O)Nc1ccc(Oc2cc(NC(C)=O)cc([N+](=O)[O-])c2)cc1,7%
CC(c1cccs1)N(Cc1ccco1)C(=S)Nc1ccccc1Cl (stereo unspecified),-4%

The list is partial (hit frequency here may not be typical).
